Scp1 inh: inhibitors of human Scp-1 phosphatase | Q9GZU7 | Recombinant Scp1, phosphopeptide, malachite green phosphate absorbance | inhibition, % at 20 µM | 0.88% of 340,000 active | AID 493091;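 active = inhibition above about 50% at 20 µM, limit read from the data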;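 note: plate controls were DMSO wells with enzyme for no effect and wells lacking enzyme for full effect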
Target sequence (Q9GZU7 76-261 limits assumed): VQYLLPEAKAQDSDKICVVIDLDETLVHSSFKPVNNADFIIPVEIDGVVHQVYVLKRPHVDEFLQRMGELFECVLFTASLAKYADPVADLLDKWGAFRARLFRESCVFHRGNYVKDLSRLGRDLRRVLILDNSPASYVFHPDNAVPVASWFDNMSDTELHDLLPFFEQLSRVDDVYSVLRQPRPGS
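System: SCP-1 catalytic domain; Reagent: Phospho 17-mer peptide substrate; Doses: one concentration, 20 µM, with 1.0% DMSO; Incubation: 45 min room-temperature reaction, 5 min colour, 30 min stabiliser; Signal: Phosphate-binding colour reagent, absorbance read at 630 nm.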
MsrA inhibitor: inhibitors of bovine MsrA | purified bovine MsrA, absorbance read-out | inhibition, % at 15.5 µM | 0.75% of 360,000 active; in the data active = inhibition above about 4.5%;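 note: 0% = vehicle wells with enzyme and 100% = reference inhibitor wells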
Tb MetRS inh: Trypanosoma brucei MetRS inhibition; purified T. brucei MetRS, ATP depletion, Kinase-Glo luminescence; inhibition, % at 11.9 µM; 0.4% of 360,000 active; AID 624268;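 active = inhibition above a per-plate cutoff of the control wells' mean inhibition plus 3 SD, cut at about 5.5% in these data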;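 note: 0% = DMSO wells median and 100% = median of wells with control inhibitor compound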
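Material – parasite MetRS enzyme · Medium – HEPES-MgCl2-KCl buffer plus DTT, spermine, BSA, pyrophosphatase · Reagent – ATP, methionine and E. coli bulk tRNA substrates · Times – 15 min enzyme-compound preincubation, 2 h reaction, 10 min detection, 25 °C · Measured by – luminescence of leftover ATP · Evaluation – percent inhibition relative to median high and low control wells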
eLon inh: inhibits E. coli Lon protease. purified E. coli Lon protease, fluorescence polarization. AID 602123. 0.42% of 360,000 active. P0A9M0. inhibition, % at 7.94 µM; in the data active = inhibition above about 13%, passing the limit was not always enough;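 note: 0% = enzyme with probe and DMSO and 100% = no enzyme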
Target sequence (P0A9M0 whole entry, looked up): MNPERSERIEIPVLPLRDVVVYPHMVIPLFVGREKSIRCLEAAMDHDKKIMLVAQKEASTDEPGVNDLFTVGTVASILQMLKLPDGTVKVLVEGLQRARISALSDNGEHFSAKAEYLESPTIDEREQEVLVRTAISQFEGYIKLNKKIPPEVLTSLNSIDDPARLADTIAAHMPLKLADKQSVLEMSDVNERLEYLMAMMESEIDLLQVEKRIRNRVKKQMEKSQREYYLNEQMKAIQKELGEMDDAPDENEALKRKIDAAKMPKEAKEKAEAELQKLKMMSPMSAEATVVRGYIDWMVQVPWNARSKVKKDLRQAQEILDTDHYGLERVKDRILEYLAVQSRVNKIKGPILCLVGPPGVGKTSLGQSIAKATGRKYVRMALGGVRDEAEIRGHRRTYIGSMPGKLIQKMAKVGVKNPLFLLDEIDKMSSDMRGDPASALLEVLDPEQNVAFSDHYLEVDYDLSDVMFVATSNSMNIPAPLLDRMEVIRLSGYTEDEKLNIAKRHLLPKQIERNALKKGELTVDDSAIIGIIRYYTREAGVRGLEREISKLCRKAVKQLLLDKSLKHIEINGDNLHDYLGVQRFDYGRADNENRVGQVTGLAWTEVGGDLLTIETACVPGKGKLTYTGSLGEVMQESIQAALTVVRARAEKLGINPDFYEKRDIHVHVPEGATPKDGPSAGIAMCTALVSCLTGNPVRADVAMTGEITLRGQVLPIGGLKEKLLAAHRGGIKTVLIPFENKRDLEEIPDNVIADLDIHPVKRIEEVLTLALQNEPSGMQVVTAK
STEP block: inhibitors of human striatal-enriched phosphatase STEP; inhibition, % at 20 µM; P54829; AID 588621; recombinant STEP, OMFP fluorogenic substrate, fluorescence; 0.25% of 360,000 active;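 active = inhibition at 20 µM, scaled per plate between control wells, above about 37%, limit read from the data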;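 note: 0% = DMSO with enzyme and substrate and 100% = substrate only without enzyme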
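Material: STEP (striatal-enriched tyrosine phosphatase) enzyme, cell-free; Compound dosing: 20 µM single dose in 1% DMSO; Technique: fluorescence read at 480 nm ex / 540 nm em; Times: reaction 20 min, ambient temperature; Medium: 50 mM Bis-Tris pH 6.0 with 2.5 mM DTT and 0.005% Tween 20; Also added: OMFP at 25 µM.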
LMPTP inh: blocks human LMPTP phosphatase | recombinant LMPTP-A, OMFP fluorogenic substrate, fluorescence intensity | 0.22% of 360,000 active | inhibition, % at 20 µM | P24666;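 active = compounds that cut the enzyme signal by at least half of the control window in the single-dose screen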;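 note: plate controls were DMSO wells with enzyme plus substrate for no effect and substrate without enzyme for full effect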
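Test system – LMPTP-A phosphatase enzyme · Quantity – 0.625 nM LMPTP-A final · Reagent – OMFP substrate, 400 µM final · Dosing – one test concentration per compound, 20 µM, with 3% DMSO overall · Timing – 50 min enzyme reaction at room temperature, protected from light · Detection – fluorescence intensity · Controls – substrate-only low control, DMSO enzyme-plus-substrate high control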
CendR NRP1 mod: modulators of CendR peptide binding to human neuropilin-1. FAM-RPARPAR peptide binding to NRP-1, fluorescence polarization. inhibition, % at 25 µM. 0.85% of 360,000 active. AID 602438;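 active = inhibition or corrected inhibition above about 18%, plus a signal ratio from 0.5 to 1.5, limit read from the data, passing the limit was not always enough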; note: strong numbers were not always called active
MsrA act: activates bovine MsrA enzyme | purified bovine MsrA, absorbance read-out | activation, % at 10.6 µM | 0.3% of 360,000 active; in the data active = activation above about 7.5%;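 note: 0% = vehicle and 100% = reference activator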
DNMT1 inh: inhibitors of human DNMT1. P26358. DNMT1 molecular beacon, Hinp1I cleavage, fluorescence. inhibition (reported as % activation of signal), % at 10 µM. 0.83% of 360,000 active. AID 588458; in the data active = inhibition above about 50%
SUMO1 PPI mod: modulators of human SUMO1-mediated protein-protein interactions; inhibition, % at 20 µM; AID 602429; 0.33% of 360,000 active; SUMO1 binding to a labelled peptide, TR-FRET, 1 h; in the data active = inhibition above about 37%
Target sequence (P63165 whole entry, looked up): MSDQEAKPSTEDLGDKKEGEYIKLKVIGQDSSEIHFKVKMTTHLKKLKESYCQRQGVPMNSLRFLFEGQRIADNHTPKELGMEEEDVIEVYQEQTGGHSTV
Numbers without * were called inactive; nt = not tested or not shown.

Scp1 inh,MsrA inhibitor,Tb MetRS inh,eLon inh,STEP block,canonical_smiles,LMPTP inh,CendR NRP1 mod,MsrA act,DNMT1 inh,SUMO1 PPI mod
-1,-0.7,-2.0,-4,4,CCOC(=O)CSc1nnc(CSc2nc3ccccc3c(=O)[nH]2)n1-c1ccccc1,-1.5,-6,-11,0,-2
nt,1.4,-0.4,2,1,COc1ccc(C(=O)N2CCCC(c3cc(C(=O)Nc4ccccc4)no3)C2)cc1 (stereo not drawn),0.4,0,-5,4,-3
-8,1.6,-0.6,-4,-4,C=CCOc1ccc(Br)cc1CNCCO,-1.0,4,-4,3,-3
14,-0.2,-0.3,4,2,CCOc1ccc(CCNC(=O)CSc2cc(=O)n(C)c3ccc(Cl)cc23)cc1OCC,-1.0,4,-3,-3,-2
-5,1.5,-0.2,1,1,O=C(NCc1ccccn1)c1ccc(Cl)c(S(=O)(=O)NCc2ccccc2)c1,-1.5,2,-3,4,4
10,-0.1,-0.6,2,-1,CCOC(=O)c1ccc(NS(=O)(=O)c2ccc3oc(=O)[nH]c3c2)cc1,-0.9,6,1,3,1
-4,0.1,-0.1,-10,4,Cc1noc(C)c1CSCc1ccc(Cl)cc1,0.6,12,-5,1,2
-6,-0.8,-0.5,-3,4,COc1ccc(CNC(=O)COC(=O)/C=C/c2ccc(S(=O)(=O)N3CCOCC3)cc2)cc1,-0.9,2,-3,-2,-16
-3,0.6,-0.3,5,2,CC(C)c1ccc(C(N)=S)cc1,-0.4,1,3,5,-1
-2,-0.4,-1.0,-8,-1,COc1ccccc1NC(=O)Nc1nnc(C(C)c2ccccc2)s1 (stereo not drawn),0.4,4,-2,-12,0
-9,-0.4,-0.5,1,-2,Cc1ccc(NC(=O)C2CCN(S(=O)(=O)c3ccc4c(c3)OCCO4)CC2)c(O)c1,0.8,7,-2,-14,-1
7,0.0,-1.4,5,0,CCN(CC)c1ccc(NC(=O)CNCc2ccccc2Cl)c(C)c1,-2.3,9,-7,-2,4
99*,1.5,-0.9,-45,-6,COC(=O)c1ccc2c(c1)C(C)(C)C(/C=C/c1ccccc1O)=[N+]2C,5.6,-112,0,-17,-11
0,0.8,-1.1,-10,0,COc1cc(C(=O)NCC(C)(C)CNC(=O)c2cc(OC)c(OC)c(OC)c2)cc(OC)c1OC,0.8,13,-2,0,1
-1,-0.6,0.0,0,3,CC(C)(S)[C@@H](N)C(=O)O,-1.4,-4,2,-7,1
-4,-1.1,-0.6,-8,-5,CN(CCc1ccccc1)C(=O)c1ccc(NC(=O)Cc2ccc(NC(=O)C3CCCN(C(=O)c4ccccc4)C3)cc2)cc1 (stereo not drawn),-0.7,2,-2,-4,1
-2,0.9,-0.1,4,-2,CNC(=O)CSc1nnc(-c2ccccc2F)n1CCc1ccccc1,0.9,-6,-2,0,-1
-1,-0.2,-0.3,-15,2,CCOc1ccc2[nH]c(=O)c(CN(Cc3ccco3)Cc3nnnn3Cc3ccccc3)cc2c1,-1.4,-12,-2,-4,-4
0,1.4,-0.4,-1,-1,CN1C(=O)NC2(O)C(=O)c3ccccc3C12O (stereo not drawn),-1.4,3,-8,1,-2
5,0.5,0.2,-13,-3,NC(=O)c1ccc(-c2nnn(CC(=O)N(C3CCCC3)C3CCS(=O)(=O)C3)n2)cc1 (stereo not drawn),-1.3,10,-3,0,0
-6,-0.9,0.1,-12,-2,CC(C)NC(=O)N(C)C[C@H]1Oc2c(NC(=O)C3CCCCC3)cccc2C(=O)N([C@H](C)CO)C[C@@H]1C,-1.0,22,-3,5,6
-3,0.3,-1.8,-11,1,O=C(CCCc1ccccc1)NCCc1ccccc1,-1.9,4,-2,-6,1
-7,0.2,-0.3,-10,1,CCN(C(=O)c1cccc(NC(=O)c2ccccc2)c1)C1CCCCC1,0.3,5,-5,1,4
4,1.2,-0.3,8,1,CCc1nnc(NC(=O)c2ccc3ccccc3n2)s1,1.5,-5,0,-2,-13
-1,0.1,-0.3,-1,-1,COc1ccc(CCN2C(=O)C3C4CC(C5C(C(=O)O)=NOC45)C3C2=O)cc1OC (stereo not drawn),0.3,-4,-8,5,-2
nt,0.7,-0.1,-4,-4,Cc1ccc(S(=O)(=O)NCC(=O)NCC(=O)N(C)Cc2ccc(Br)s2)cc1C,-0.9,23,2,5,5
0,-0.3,-0.1,-5,-1,O=C(COC(=O)c1ccco1)Nc1cc(S(=O)(=O)N2CCCCC2)ccc1Cl,3.3,-4,2,-4,8
0,0.3,-0.1,0,0,O=c1cc(CSc2nnnn2-c2ccccc2)nc2nc[nH]n12,0.2,-4,-4,9,1
3,1.1,-0.6,-6,-1,CCCn1c(SCC(=O)Nc2nc(C)cs2)nnc1-c1cccnc1,-1.2,10,-9,4,0
-7,-1.7,-0.9,-4,2,CCN1CCN(C(=O)C(C)N(c2ccc(C)cc2)S(C)(=O)=O)CC1 (stereo not drawn),-0.6,-4,-2,-2,2
-7,0.9,-0.1,-5,1,O=C(Nc1ccc(Cc2ccncc2)cc1)c1ccc(Br)o1,0.0,7,-3,-1,-4
-12,-0.4,0.0,-1,0,O=C(NC1CCCCC1)C(c1c(F)cccc1Cl)N(C(=O)c1csnn1)C1CC1 (stereo not drawn),-0.9,11,-2,0,4
-11,1.0,-1.1,-1,1,COc1ccccc1-c1cc2ccccc2[nH]1,1.8,10,-2,-16,-2
1,-0.6,0.0,-17,-2,COc1ccc(OC)c2c(C)cc(C)nc12,-0.6,9,-4,0,-1
-9,1.5,-0.5,-7,8,COc1ccc(OC)c(CCNC(=O)CC2Oc3ccccc3NC2=O)c1 (stereo not drawn),-0.9,-4,0,1,2
2,-0.6,0.0,-5,0,CCc1[nH]nc2c1C1(C(=O)N(Cc3ccccc3)c3ccccc31)C(C#N)=C(N)O2 (stereo not drawn),0.3,5,-7,-6,0
-5,0.4,-0.3,-5,3,Cc1cc(C)c(N=Cc2c(O)c3ccccc3oc2=O)c(C)c1,-2.3,8,-3,4,2
-14,1.6,0.0,-2,0,C/C=C/c1ccc(OCCCCN2CCN(CC)CC2)c(OC)c1,-2.3,5,-2,0,-1
-4,-0.7,0.6,-6,0,Cc1cccnc1NC(=O)Nc1ccccc1,0.0,7,-3,0,-3
-3,-0.5,-0.4,-5,3,N=c1c(C(=O)NCC2CCCO2)cc2c(=O)n3ccccc3nc2n1C1CCCCC1 (stereo not drawn),0.7,2,-1,3,-35

Some values from above.
In Tb MetRS inh, CCN1CCN(C(=O)C(C)N(c2ccc(C)cc2)S(C)(=O)=O)CC1 (stereo not drawn) reads -0.9
In CendR NRP1 mod, CCN(C(=O)c1cccc(NC(=O)c2ccccc2)c1)C1CCCCC1 reads 5

More structures:
Scp1 inh,MsrA inhibitor,Tb MetRS inh,eLon inh,STEP block,canonical_smiles,LMPTP inh,CendR NRP1 mod,MsrA act,DNMT1 inh,SUMO1 PPI mod
-4,0.4,-0.5,0,2,COc1ccc(NC(=S)NCCc2ccccc2OC)c(OC)c1,-0.9,-6,-5,-4,-3
-6,-1.1,-0.1,-8,3,CCOc1ccc(NS(=O)(=O)c2ccc(C(=O)NCC(c3ccc(OC)cc3)N3CCOCC3)cc2)cc1 (stereo not drawn),0.2,5,-4,1,-7
-9,-0.9,1.3,-9,-1,NS(=O)(=O)c1ccc(CNC(=O)c2cc(-c3ccccn3)nc3ccc(Cl)cc23)cc1,9.0,-19,1,-2,-7
3,0.1,0.0,-6,-4,O=C1[C@H]2[C@H](C=CC[C@H]2C(=O)N2CCOCC2)CCN1Cc1ccccc1,-1.3,4,-4,-1,9
33,1.5,-0.7,5,5,CC(C)(C)C(=O)OCc1nc(-c2ccc(O)c(O)c2)cs1,12,6,-4,11,6
-2,-0.3,-0.7,0,0,CC(C)C(NC(=O)c1cccs1)c1nnc(SCC(=O)Nc2nccs2)n1C (stereo not drawn),0.9,5,-1,2,-4
3,0.8,-0.3,-1,1,O=C(c1cc(COc2ccc(F)c(F)c2)on1)N1CCN(C/C=C/c2ccccc2)CC1,3.1,3,1,-1,2
1,0.1,-0.1,13,1,CCOC(=O)CSc1nc(Cc2ccccc2)nc2ccccc12,1.8,-1,-2,-4,5
nt,-0.3,-1.0,-5,nt,O=C1NC[C@H](CCCCN2C[C@H](Cc3ccccc3)N(CCC3CCCCC3)C(=O)C2=O)N(CCc2ccc(O)cc2)C1=O,1.3,-7,-9,nt,10
-2,0.9,-0.5,-5,-7,CC(=O)Nc1ccc(NC(=O)CSc2nc3[nH]ncc3c(=O)n2-c2ccccc2)cc1,-2.1,2,-11,6,3
-1,0.2,-0.2,-4,2,O=C(COC(=O)C(c1ccccc1)c1ccccc1)NCc1ccco1,0.4,0,-2,-8,2
-13,-0.1,27*,-6,-4,Cc1cccc(CCNC(=O)c2cc(S(=O)(=O)N3CCCCC3)c[nH]2)c1,1.0,-4,0,-3,5
-2,-0.4,-0.2,0,-1,O=C(c1cnn2c(C(F)(F)F)cc(-c3ccccc3)nc12)N1CCCc2ccccc21,1.4,1,-4,4,1
nt,1.7,0.2,-3,3,CC1CCCN(C(=O)c2ccc3c(=O)n4nc(Nc5ccccc5)sc4nc3c2)C1 (stereo not drawn),0.5,-10,0,2,-3
-4,0.2,-0.7,2,6,Cc1nc(NC(=O)CN2CCOCC2)sc1-c1ccccc1,1.7,-20,1,-1,-1
-4,2.3,-0.4,-2,-1,COCCNC(=O)/C(C#N)=C/c1ccc(OCc2ccccc2)cc1,4.1,11,-5,-4,-21
-2,1.8,0.6,-72,11,CCNc1ccc(Br)cc(C(=O)/C=C/c2ccc(Cl)cc2Cl)c1=O,17,-145,-4,70*,13
-2,0.6,0.0,0,2,CN(c1ccccc1)S(=O)(=O)c1ccc(NC(=S)Nc2ccccc2)cc1,-0.2,1,-2,0,-1
1,1.5,-1.0,-4,0,Cc1ccc(OCC(=O)Nc2ccccc2F)cc1C,-1.1,0,-7,1,0
-11,0.1,-0.4,-4,7,O=C1C(Cl)=C(N2CCCC2)C(=O)N1c1ccccc1F,0.2,-15,-4,3,-28
-4,1.9,-0.2,-21,3,O=C(Nc1cccc(C(F)(F)F)c1)/C(=C\c1ccco1)NC(=O)c1cccs1,-2.1,-26,-5,-4,-3

3 of these compounds, set out differently:
Second line of a record – Scp1 inh	MsrA inhibitor	Tb MetRS inh	eLon inh	STEP block	LMPTP inh	CendR NRP1 mod	MsrA act	DNMT1 inh	SUMO1 PPI mod
Cc1ccc(OCC(=O)Nc2ccccc2F)cc1C
→ 1	1.5	-1.0	-4	0	-1.1	0	-7	1	0
O=C1C(Cl)=C(N2CCCC2)C(=O)N1c1ccccc1F
→ -11	0.1	-0.4	-4	7	0.2	-15	-4	3	-28
O=C(Nc1cccc(C(F)(F)F)c1)/C(=C\c1ccco1)NC(=O)c1cccs1
→ -4	1.9	-0.2	-21	3	-2.1	-26	-5	-4	-3
